Source: PubChem
M5 ag: CHRM5 agonism in calcium assay; activation, % at 3 µM; hit rate 0.19% among 360,000; CHO-K1 hM5 cells, Fluo-8 calcium fluorescence; 0% DMSO wells, 100% maximal acetylcholine response; P08912;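 active means activation above the run's mean over test compounds plus 3 SD, cut at about 23% in these data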;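 further: signal is peak over basal fluorescence ratio across the kinetic read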
Target sequence (P08912 whole entry, looked up): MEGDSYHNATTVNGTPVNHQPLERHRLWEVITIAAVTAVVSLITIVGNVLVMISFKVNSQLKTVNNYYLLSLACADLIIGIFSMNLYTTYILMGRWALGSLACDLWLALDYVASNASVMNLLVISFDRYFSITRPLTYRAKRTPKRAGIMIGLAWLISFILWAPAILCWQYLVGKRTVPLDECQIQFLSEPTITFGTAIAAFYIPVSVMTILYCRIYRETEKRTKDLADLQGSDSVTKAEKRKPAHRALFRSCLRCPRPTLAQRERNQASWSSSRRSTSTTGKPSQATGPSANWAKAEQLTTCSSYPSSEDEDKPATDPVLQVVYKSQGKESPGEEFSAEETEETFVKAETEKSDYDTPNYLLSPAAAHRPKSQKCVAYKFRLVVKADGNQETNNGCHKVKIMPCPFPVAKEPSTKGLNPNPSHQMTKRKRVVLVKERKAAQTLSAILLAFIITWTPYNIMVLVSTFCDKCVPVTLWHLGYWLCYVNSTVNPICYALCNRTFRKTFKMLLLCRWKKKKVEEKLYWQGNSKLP
M5 PAM: CHRM5 positive allosteric modulation | P08912 | CHO-K1 hM5, Fluo-8 calcium, ACh EC20 PAM; 0% = ACh EC20, 100% = ACh EC100 | activation, % at 3 µM | hit rate 0.3% among 360,000;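 active means activation above the run cutoff, the mean activation of all test compounds plus 3 SD, cut at about 18% in these data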
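System: CHO-K1 hM5 cells. Reagent: acetylcholine, EC20 level. Compound dosing: single dose, 3 µM nominal final test concentration. Timing: Post-acetylcholine fluorescence recording 140 s. Detection: Fluo-8 calcium fluorescence. Read-out: % activation, ACh-normalized. Benchmarks: ACh EC20 and EC100 wells. Repeats: singlicate, one well per test compound.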
TAAR1 ag: human TAAR1 agonism; CHO RD-HGA16 TAAR1, Fluo-8 calcium fluorescence; vehicle wells 0%, saturating PEA agonist 100%; activation, % at 3 µM; hit rate 0.99% among 360,000;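 active means activation above the mean activation of all test compounds in the run plus 3 SD, cut at about 38% in these data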
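System: CHO-derived RD-HGA16 cells with stable Gα16 and human TAAR1 / Times: 17-24 h plating, Fluo-8 75 min 37 °C, 30 min RT / Technique: calcium-sensitive Fluo-8 signal, excitation 470-495, emission 515-575 nm / Measure: % activation relative to PEA EC100 response / Benchmarks: DMSO and PEA EC100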
CHRM1 PAM: positive allosteric modulators of human M1 muscarinic receptor; P11229; CHO-K1 hM1, Fluo-8 calcium fluorescence, ACh EC20; 0% = ACh EC20, 100% = maximal ACh; activation, % at 3 µM; hit rate 0.088% among 360,000; AID 588819; in the data active means activation above about 19%, passing the limit was not always enough
Target sequence (P11229 whole entry, looked up): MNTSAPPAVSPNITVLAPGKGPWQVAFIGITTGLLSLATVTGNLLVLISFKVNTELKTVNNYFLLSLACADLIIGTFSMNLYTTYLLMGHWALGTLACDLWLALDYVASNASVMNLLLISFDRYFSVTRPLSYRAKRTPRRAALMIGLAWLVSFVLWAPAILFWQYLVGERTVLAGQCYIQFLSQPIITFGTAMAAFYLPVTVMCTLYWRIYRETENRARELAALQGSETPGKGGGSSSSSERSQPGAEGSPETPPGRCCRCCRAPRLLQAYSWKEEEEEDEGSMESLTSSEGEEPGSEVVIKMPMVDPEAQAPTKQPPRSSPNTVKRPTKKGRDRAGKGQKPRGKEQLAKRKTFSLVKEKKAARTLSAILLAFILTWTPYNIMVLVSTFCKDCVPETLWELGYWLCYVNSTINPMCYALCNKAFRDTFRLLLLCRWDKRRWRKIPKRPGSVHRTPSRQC
M1 ag: activates human CHRM1 receptor; P11229; CHO-K1 hM1, Fluo-8 calcium fluorescence, agonist mode; 0% DMSO, 100% acetylcholine EC100; activation, % at 3 µM; hit rate 0.33% among 360,000;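 active means activation above the run's mean compound activation plus 3 SD, cut at about 16% in these data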;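 further: peak over basal fluorescence ratio within a 140 s kinetic read after compound addition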
M4 ag: agonists of human muscarinic M4 receptor (CHRM4); P08173; CHO-K1 hM4/Gqi5, Fluo-8 calcium fluorescence; vehicle 0%, full acetylcholine response 100%; activation, % at 3 µM; hit rate 0.14% among 360,000; AID 624127;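 active means activation above the run mean over all test wells plus 3 SD, cut at about 32% in these data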;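 further: peak over basal fluorescence ratio per well then scaled between controls; 0% = DMSO wells and 100% = acetylcholine at EC100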
M1 antag: blocks human M1 muscarinic receptor. AID 588852. P11229. inhibition, % at 3 µM. hit rate 1.3% among 360,000. CHO-K1 hM1, Fluo-8 calcium fluorescence, ACh EC80 antagonist;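 active means percent inhibition above its own plate's cutoff, namely the mean of that plate's compound wells plus 3 SD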;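 further: peak over basal fluorescence ratio during 140 s after agonist addition; 0% = ACh EC80 plus DMSO and 100% = DMSO alone without agonist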
M5 antag: antagonists of human muscarinic M5 receptor (CHRM5) | hit rate 0.59% among 360,000 | CHO-hM5 cells, Fluo-8 calcium fluorescence, ACh EC80 | inhibition, % at 3 µM | P08912;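 active means inhibition above a per-plate cutoff, the mean of that plate's test compounds plus 3 SD, cut at about 27% in these data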;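 further: 0% = acetylcholine EC80 with DMSO and 100% = DMSO without agonist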
CHRM4 antagonist: antagonists of human muscarinic M4 receptor (CHRM4); P08173; CHO-hM4 cells, ACh EC80, Fluo-8 calcium fluorescence; inhibition, % at 3 µM; hit rate 0.73% among 360,000;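 active means inhibition above its plate's cutoff, the mean inhibition of sample wells plus 3 SD, cut at about 27% in these data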;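 further: 0% = acetylcholine EC80 with DMSO and 100% = DMSO without agonist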
The depositor's hits bear a star; & = joins results of further samples. Some of the compounds tested; the hit share may differ from the screen's.

`COc1cc(OC)cc(C(=O)NC(=S)NCc2ccco2)c1` gave M5 ag -4, M5 PAM 5, CHRM1 PAM 4, M1 ag -5, M4 ag -3, M1 antag -10, M5 antag -2 and CHRM4 antagonist -8.
`O=C(c1cccc(S(=O)(=O)N2CCOCC2)c1)N1CCN(Cc2ccc3c(c2)OCO3)CC1` gave M5 ag -11, M5 PAM 4, TAAR1 ag 1, CHRM1 PAM -6, M1 ag -9, M4 ag 1, M1 antag 6, M5 antag 1 and CHRM4 antagonist 2.
For COc1ccccc1C1OCC(C)(C)CO1 the results were M5 ag 2, M5 PAM 2, TAAR1 ag 3, CHRM1 PAM 3, M1 ag -3, M4 ag 4, M1 antag -5, M5 antag -4 and CHRM4 antagonist 2.
Screening COc1cc(/C=C2/CC(C)OC2=O)c([N+](=O)[O-])cc1OC (centres undefined) returned M5 ag 4, M5 PAM 10, TAAR1 ag 1, CHRM1 PAM 19, M1 ag 0, M4 ag 0, M1 antag -17, M5 antag -4 and CHRM4 antagonist -4.
For CC(=O)NNC(=O)CCn1c2c(c3ccccc31)CCCC2 the results were M5 ag 2, M5 PAM -13, TAAR1 ag 7, CHRM1 PAM -8, M1 ag -1, M4 ag 22, M1 antag 20, M5 antag 9 and CHRM4 antagonist 19.
C=C1SC(=Nc2c(C)cccc2Cl)N(C(=O)c2sc3ccccc3c2Cl)C12CCCCC2 was read as M5 ag 0, M5 PAM -6, TAAR1 ag 2, CHRM1 PAM 7, M1 ag -3, M4 ag 0, M1 antag -7, M5 antag 8 and CHRM4 antagonist 7.
Screening O=C(NCCS(=O)(=O)N1CCC2(CC1)OCCO2)c1ccccc1 returned M5 ag 2, M5 PAM 0, TAAR1 ag 1, CHRM1 PAM 12, M1 ag 1, M4 ag 1, M1 antag -8, M5 antag 4 and CHRM4 antagonist -7.
For O=C(O/N=C\c1ccc(N2CCCCC2)c([N+](=O)[O-])c1)c1cccc(C(F)(F)F)c1 the results were M5 ag -1, M5 PAM 1, TAAR1 ag -3, CHRM1 PAM 4, M1 ag -1, M4 ag 0, M1 antag -5, M5 antag 5 and CHRM4 antagonist -5.
`CCN(C(=O)COC(=O)c1ccccc1Oc1ccccc1)c1c(N)n(Cc2ccccc2)c(=O)[nH]c1=O` gave M5 ag 0, M5 PAM -5, TAAR1 ag 3, CHRM1 PAM 5, M1 ag -1, M4 ag 2, M1 antag 3, M5 antag 13 and CHRM4 antagonist -6.
For Cc1csc(NC(=O)c2ccccc2[N+](=O)[O-])n1 the results were M5 ag -1, M5 PAM 8, TAAR1 ag 8, CHRM1 PAM 4, M1 ag -2, M4 ag 1, M1 antag -2, M5 antag -3 and CHRM4 antagonist -2.
Screening COc1ccc(C2/C(=C(/O)c3ccc4c(c3)CC(C)O4)C(=O)C(=O)N2CCN2CCOCC2)cc1 (centres undefined) returned M5 ag 0, M5 PAM -5, TAAR1 ag 8, CHRM1 PAM 1, M1 ag -2, M4 ag 0, M1 antag 3, M5 antag 4 and CHRM4 antagonist 8.
Screening CC(=O)c1cccc(NC(=O)N2CCCC2C(=O)NCc2ccc(C)cc2)c1 (centres undefined) returned M5 ag 0, M5 PAM -5, TAAR1 ag 11, CHRM1 PAM -7, M1 ag -1, M4 ag 1, M1 antag -1, M5 antag 8 and CHRM4 antagonist 4.
For C#CCOCCOCCOCCNc1nc(N2CCN(C(=O)Cn3cc(CCO)nn3)CC2)nc(N2CCN(C(=O)Cn3cc(CCO)nn3)CC2)n1 the results were M5 ag 2, M5 PAM 5, TAAR1 ag 8, CHRM1 PAM 4, M1 ag -3, M4 ag 0, M1 antag 2, M5 antag -1 and CHRM4 antagonist 2.
For CSCCC(NC(=O)c1ccco1)C(=O)N1CC=C(c2ccccc2)CC1 (centres undefined) the results were M5 ag -3, M5 PAM -1, TAAR1 ag 7, CHRM1 PAM -2, M1 ag 8, M4 ag 2, M1 antag -4, M5 antag 1 and CHRM4 antagonist -3.
Cc1cc(S(=O)(=O)NCC(c2ccccc2)c2ccccc2)ccc1-n1cnnn1 was read as M5 ag -1, M5 PAM -10, TAAR1 ag 5, CHRM1 PAM 2, M1 ag -5, M4 ag 4, M1 antag 3, M5 antag 9 and CHRM4 antagonist 11.
`O=C(c1ccc([N+](=O)[O-])cc1[N+](=O)[O-])N1CCN(C(=O)C2CCCO2)CC1` (centres undefined) gave M5 ag 1, M5 PAM 0, TAAR1 ag 6, CHRM1 PAM 0, M1 ag -3, M4 ag -1, M1 antag 9, M5 antag 12 and CHRM4 antagonist 9.
Screening CC(=O)c1ccc(N2CCN(C(=O)CCC(=O)c3cccs3)CC2)cc1 returned M5 ag 3, M5 PAM -4, TAAR1 ag 4, CHRM1 PAM -1, M1 ag -4, M4 ag 6, M1 antag 9, M5 antag -12 and CHRM4 antagonist -18.
For Oc1ccccc1Oc1ncc(Br)c(Cl)n1 the results were M5 ag -8, M5 PAM 4, TAAR1 ag 0, CHRM1 PAM 6, M1 ag -7, M4 ag -1, M1 antag -5, M5 antag -4 and CHRM4 antagonist -1.
Screening CCN(CC)C(=O)C1=C(C)N(Cc2ccc(F)cc2)C(=O)C(CC(=O)NCc2cccs2)C1 (centres undefined) returned M5 ag -3, M5 PAM 9, TAAR1 ag 2, CHRM1 PAM -1, M1 ag -4, M4 ag 0, M1 antag -1, M5 antag -20 and CHRM4 antagonist -33.
`CCn1c(N2CCN(S(=O)(=O)c3ccccc3C(F)(F)F)CC2)nc2ccccc21` gave M5 ag 1, M5 PAM -10, TAAR1 ag 24, CHRM1 PAM -1, M1 ag -1, M4 ag 11, M1 antag 4, M5 antag 7 and CHRM4 antagonist 12.
Cc1c(NC(=O)c2cccnc2C(=O)O)cccc1C(=O)O was read as M5 ag -2, M5 PAM 1, TAAR1 ag 4, CHRM1 PAM 12, M1 ag -5, M4 ag 0, M1 antag -12, M5 antag -3 and CHRM4 antagonist -6.
For COc1ccc(-c2nc3cnccn3c2NC2CCCCC2)cc1-c1cccc(Cl)c1 the results were M5 ag -4&-4, M5 PAM -3&2, TAAR1 ag -2, CHRM1 PAM -3, M1 ag -6, M4 ag 1&-1, M1 antag 2, M5 antag 6&-14 and CHRM4 antagonist 7&-15.
`CC1(C(=O)N2CC3(CC(c4cccc(NC(=O)CC(c5ccccc5)c5ccccc5)c4)=NO3)C[C@@H]2C(N)=O)CC1` (some centres undefined) gave M5 ag -12, M5 PAM -7, TAAR1 ag 11, CHRM1 PAM 3, M1 ag -13, M4 ag 1, M1 antag 1, M5 antag 14 and CHRM4 antagonist 14.
CC(C)(C)S(=O)(=O)c1ccc2nc3c(n2c1)CCCC3 was read as M5 ag -1, M5 PAM 5, TAAR1 ag 9, CHRM1 PAM 11, M1 ag 1, M4 ag 1, M1 antag -6, M5 antag -4 and CHRM4 antagonist -7.
Cc1ccc(NC(=O)COC(=O)CCc2c[nH]c(=O)[nH]2)cc1 was read as M5 ag 0, M5 PAM 2, TAAR1 ag 6, CHRM1 PAM 3, M1 ag -2, M4 ag 0, M1 antag 0, M5 antag -6 and CHRM4 antagonist -3.
`COc1c(Cl)cnn(-c2ccc(C)cc2)c1=O` gave M5 ag 0, M5 PAM -1, TAAR1 ag -3, CHRM1 PAM 3, M1 ag -4, M4 ag -1, M1 antag -4, M5 antag 0 and CHRM4 antagonist -2.
`COc1ccc(C(=O)CCC(=O)Nc2ccc(N3CCN(C)CC3)cc2)cc1OC` gave M5 ag -2, M5 PAM 7, TAAR1 ag 1, CHRM1 PAM 4, M1 ag -7, M4 ag 0, M1 antag -5, M5 antag 2 and CHRM4 antagonist 4.
For COc1ccc(CCN(C)CCC(=O)Nc2cccc(C)c2)cc1OC the results were M5 ag -4, M5 PAM 3, TAAR1 ag 8, CHRM1 PAM 11, M1 ag -6, M4 ag 0, M1 antag -12, M5 antag 8 and CHRM4 antagonist -2.
Nc1c(N(Cc2ccco2)C(=O)COc2ccccc2Cl)c(=O)[nH]c(=O)n1Cc1ccccc1 was read as M5 ag -1, M5 PAM 8, TAAR1 ag 2, CHRM1 PAM 6, M1 ag -2, M4 ag 1, M1 antag -2, M5 antag 11 and CHRM4 antagonist -8.
`O=C(NCCc1ccncc1)Nc1ccccc1Cl` gave M5 ag 1, M5 PAM 3, TAAR1 ag 0, CHRM1 PAM -4, M1 ag -5, M4 ag 2, M1 antag 0, M5 antag 8 and CHRM4 antagonist -7.
For COc1ccc([C@@H]2[C@@H]3C(=O)N(C(C)(C)C)C(=O)[C@@H]3[C@]3(Cc4ccccc4)C(=O)N(c4ccc(C)cc4)C(=O)N23)cc1 the results were M5 ag -7, M5 PAM -21, TAAR1 ag 0, CHRM1 PAM -9, M1 ag -3, M4 ag 0, M1 antag 20, M5 antag 5 and CHRM4 antagonist 16.

Ordered by SMILES length (falling): some entries from above.
For COc1ccc([C@@H]2[C@@H]3C(=O)N(C(C)(C)C)C(=O)[C@@H]3[C@]3(Cc4ccccc4)C(=O)N(c4ccc(C)cc4)C(=O)N23)cc1 the results were M5 ag -7, M5 PAM -21, TAAR1 ag 0, CHRM1 PAM -9, M1 ag -3, M4 ag 0, M1 antag 20, M5 antag 5 and CHRM4 antagonist 16.
Nc1c(N(Cc2ccco2)C(=O)COc2ccccc2Cl)c(=O)[nH]c(=O)n1Cc1ccccc1 was read as M5 ag -1, M5 PAM 8, TAAR1 ag 2, CHRM1 PAM 6, M1 ag -2, M4 ag 1, M1 antag -2, M5 antag 11 and CHRM4 antagonist -8.
Cc1ccc(NC(=O)COC(=O)CCc2c[nH]c(=O)[nH]2)cc1 was read as M5 ag 0, M5 PAM 2, TAAR1 ag 6, CHRM1 PAM 3, M1 ag -2, M4 ag 0, M1 antag 0, M5 antag -6 and CHRM4 antagonist -3.
For COc1ccc(CCN(C)CCC(=O)Nc2cccc(C)c2)cc1OC the results were M5 ag -4, M5 PAM 3, TAAR1 ag 8, CHRM1 PAM 11, M1 ag -6, M4 ag 0, M1 antag -12, M5 antag 8 and CHRM4 antagonist -2.
CC(C)(C)S(=O)(=O)c1ccc2nc3c(n2c1)CCCC3 was read as M5 ag -1, M5 PAM 5, TAAR1 ag 9, CHRM1 PAM 11, M1 ag 1, M4 ag 1, M1 antag -6, M5 antag -4 and CHRM4 antagonist -7.
Cc1c(NC(=O)c2cccnc2C(=O)O)cccc1C(=O)O was read as M5 ag -2, M5 PAM 1, TAAR1 ag 4, CHRM1 PAM 12, M1 ag -5, M4 ag 0, M1 antag -12, M5 antag -3 and CHRM4 antagonist -6.
`O=C(NCCc1ccncc1)Nc1ccccc1Cl` gave M5 ag 1, M5 PAM 3, TAAR1 ag 0, CHRM1 PAM -4, M1 ag -5, M4 ag 2, M1 antag 0, M5 antag 8 and CHRM4 antagonist -7.
